Screens: PubChem, several laboratories
Shn3 3UTR inh – Schnurri-3 reporter inhibition in Clone20 osteoblasts; Clone20 osteoblast Shn3 3'UTR firefly luciferase, 24 h; inhibition, % at 12.5 µM; 360,000 tested, 0.52% active; AID 588674;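 active = mean inhibition of at least 75% with every replicate also reaching 75%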;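 also: 0% = median of neutral control wells and 100% = pilot-screen positive control compound; some compounds past the cut are filed as inactive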
HIF-2a block – inhibitors of HIF-2a. 786-0 RCC cells HIF-2a reporter, luciferase luminescence, overnight. inhibition, % at 18.8 µM. AID 624352. 360,000 tested, 0.72% active;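 active = inhibition of the luminescence signal of 40% or more relative to plate controls, in a single-dose primary screen at 18.75 µM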
CF NFkB block – inhibitors of cystic fibrosis induced NF-kB; 360,000 tested, 0.86% active; inhibition, % at 5 µM; KKLEB NF-kB-GFP reporter, PAF-induced, GFP fluorescence overnight;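 active = at least 50% inhibition at 5 µM, scaled per plate between neutral and stimulator controls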;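 also: PAF is a Pseudomonas aeruginosa culture filtrate used as stimulus; plate controls were PAF-stimulated DMSO wells for no effect and unstimulated DMSO wells for full effect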
TRPM1 prom inh – MITF TRPM1 promoter inhibition in SK-MEL-5 cells; AID 488899; inhibition, % at 12.5 µM; 330,000 tested, 0.83% active; SK-MEL-5 TRPM1 promoter luciferase, 24 h;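 active = mean inhibition across replicates of 60% or more, whatever share of single replicates reaches that level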; also: values of inactives mirror those of a sister screen read the other way
aDG glyco up – alpha-DG glycosylation activation; activation, % at 10 µM; AID 624168; 360,000 tested, 0.22% active; Pro5-aDG cells, alpha-DG glycosylation AlphaScreen (IIH6); 0% Pro5, 100% B10-LARGE cell signal;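 active = activation of at least 8% versus controls, or a plate z-score of at least 8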;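 also: Pro5 are CHO cells carrying HIG-tagged alpha-DG that lacks glycosylation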
hiPSC survival – increases survival of single human iPS cells; AID 602274; 360,000 tested, 0.044% active; survival enhancement, % at 20 µM; hiPSC single-cell survival, ATPlite luminescence; 100% = ROCK inhibitor wells, 0% = DMSO; in the data active = survival enhancement above about 18%;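 also: cells exposed to compounds for 16 hours before the ATP read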
NR2E3 ag-1 – agonists of human nuclear receptor NR2E3. GST-NR2E3/biotin-RetCOR TR-FRET, 1536-well. Q9Y5X4. AID 2300. inhibition of corepressor binding, % at 4.78 µM. 320,000 tested, 0.12% active;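 active = percent inhibition above the cutoff of mean plus 3 SD of all tested compounds, set per screening campaign, cut at about 20% in these data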;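 also: 0% = DMSO wells and 100% = biotin wells as full block of FRET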
Target sequence (Q9Y5X4 whole entry, looked up): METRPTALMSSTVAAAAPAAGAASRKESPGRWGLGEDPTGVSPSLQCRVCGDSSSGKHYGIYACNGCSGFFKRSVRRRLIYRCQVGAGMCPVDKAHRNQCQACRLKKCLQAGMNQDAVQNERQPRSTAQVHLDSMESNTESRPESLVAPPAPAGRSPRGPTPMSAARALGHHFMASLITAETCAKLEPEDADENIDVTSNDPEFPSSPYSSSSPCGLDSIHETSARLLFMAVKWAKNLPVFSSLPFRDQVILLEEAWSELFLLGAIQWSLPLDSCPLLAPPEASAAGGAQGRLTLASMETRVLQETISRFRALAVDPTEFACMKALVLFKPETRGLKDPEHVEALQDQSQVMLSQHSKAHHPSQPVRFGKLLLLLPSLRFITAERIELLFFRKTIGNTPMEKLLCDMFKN
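Material: NR2E3–RetCOR corepressor complex / Incubation: Compound–protein incubation for 5 h at 4 °C / Dosing: compound at 4.8 µM, single dose / Detection: time-resolved FRET / Benchmarks: high control biotin, low control 0.6% DMSO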
NR2E3 ag-2 – human photoreceptor-specific nuclear receptor agonism. Q9Y5X4. CHO-S Gal4-NCOR/VP16-NR2E3 two-hybrid, luciferase. inhibition of corepressor binding, % at 3.98 µM. 360,000 tested, 0.35% active. AID 602229;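 active = inhibition above the mean of all tested compounds plus 3 SD, cut at about 70% in these data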;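 also: 0% = DMSO with NR2E3 transfected cells and 100% = cells lacking NR2E3 construct; higher means lower luciferase signal from less NR2E3 corepressor binding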
Peg3 promoter – reduces Peg3 promoter-driven luciferase expression in HeLa | HeLa PEG-Prom luciferase reporter, luminescence, overnight | inhibition, % at 20 µM | 360,000 tested, 1.7% active;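 active = inhibition of at least 50% at 20 µM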
KKLEB tox – reduces viability of KKLEB cystic fibrosis airway cells | KKLEB CF airway cells viability, ATPlite luminescence, overnight; stronger effect = lower value; cells stimulated with P. aeruginosa culture filtrate | 360,000 tested, 0.36% active | activity change (cytotoxicity), % at 5 µM | AID 602141;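 active = corrected activity change at or below -50% at 5 µM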
TWEAK Fn14 block – inhibitors of TWEAK-Fn14 interaction signaling | TWEAK-stimulated Fn14 reporter cells, luciferase luminescence, 8 h | inhibition, % at 10 µM | 360,000 tested, 2% active; in the data active = inhibition above about 50%
* marks the source's active call; other numbers are inactive results; x = not tested or not shown.

nr	SMILES	Shn3 3UTR inh	HIF-2a block	CF NFkB block	TRPM1 prom inh	aDG glyco up	hiPSC survival	NR2E3 ag-1	NR2E3 ag-2	Peg3 promoter	KKLEB tox	TWEAK Fn14 block
1	CCCCn1c(N)c(N(CCOC)C(=O)c2ccc3c(c2)C(=O)N(c2ccccc2C)C3=O)c(=O)[nH]c1=O	9	14	9	1	0.0	2.2	-1	-43	4	12	1
2	CCCCCCn1c(CN2CCN(C)CC2)nc2c1c(=O)n(C)c(=O)n2C	-13	-7	-40	x	-0.3	-0.3	3	-4	-4	-1	0
3	COc1cc(C(=O)O/N=C2\CCCc3c2ccc(OC)c3[N+](=O)[O-])cc(OC)c1OC	3	-2	3	19	-0.4	-0.6	3	-12	17	-1	-19
4	CCC(=O)c1ccc(N2CCN(C(=O)c3ccccc3Br)CC2)c(F)c1	21	21	-3	-6	2.7	-0.3	-1	-3	5	6	17
5	O=C(CNC(=O)c1ccc(OC(F)F)cc1)NC1CCCc2ccccc21 (stereo not drawn)	9	12	5	9	0.1	0.5	-4	-27	9	-12	-2
6	Cc1cc(C)c(C)c(S(=O)(=O)N2CCN(CC(=O)NC(=O)NCc3ccccc3)CC2)c1C	12	19	15	-9	0.3	-0.7	2	-5	22	-3	6
7	CCc1ccc(-c2cc(C(F)(F)F)n3nc(C(=O)Nc4c(C)nn(Cc5ccccc5Cl)c4C)cc3n2)s1	5	-1	6	1	0.3	-3.4	-1	14	12	-18	-6
8	CC1(C)CC(=O)C(C=Nc2ccccc2C(=O)O)=C(O)C1	1	-1	-7	2	0.0	4.3	1	11	2	0	41
9	CC(=O)NO	-25	-2	-12	x	-0.1	-1.7	1	-11	2	5	3
10	CCOC(=O)C1=C(C)Nc2ccccc2N/C1=N\S(=O)(=O)c1ccccc1	-29	6	3	5	-0.3	1.1	x	-6	3	-5	5
11	CCCNC(=O)C(Cc1ccccc1)NC(=O)c1ccc(C(F)(F)F)cc1 (stereo not drawn)	-4	-17	8	3	0.5	2.0	1	8	-16	5	-3
12	O=C(N/N=C1\CC(c2ccccc2)Oc2ccccc21)c1ccccn1 (stereo not drawn)	-24	-22	2	-16	0.2	-0.7	1	-61	-14	-7	-7
13	C[C@@H](NC(=O)c1nc[nH]c1C(=O)N(C)Cc1ccccc1)c1ccccc1	7	19	4	13	0.0	1.1	2	19	-2	-1	-16
14	N#Cc1ccc2c(c1)NC(=O)C1CCCN21 (stereo not drawn)	-4	24	-3	3	-0.1	0.4	-2	11	3	4	-25
15	COc1ccc(C2C(C(=O)NCc3ccco3)c3ccccc3C(=O)N2C)cc1 (stereo not drawn)	3	7	-12	2	0.0	-0.8	1	-5	17	6	-8

Additional compounds:
nr	SMILES	Shn3 3UTR inh	HIF-2a block	CF NFkB block	TRPM1 prom inh	aDG glyco up	hiPSC survival	NR2E3 ag-1	NR2E3 ag-2	Peg3 promoter	KKLEB tox	TWEAK Fn14 block
16	CSc1nc(N)c(C(=O)NC2CCCCC2)s1	-41	-108	-4	-16	-0.1	1.0	0	-23	-61	2	5
17	COc1cccc(NC(=O)C2C3C=CC4(O3)C2C(=O)N(C(C)C)C4C(=O)NC2CCCCC2C)c1 (stereo not drawn)	-5	10	2	12	0.0	2.1	2	0	14	3	-4
18	COC(=O)c1ccc(CSCc2ccc(C(=O)OC)o2)o1	13	-3	26	x	0.3	0.1	3	11	6	-4	11
19	O=C1CN(C(=O)NCC(=O)N[C@@H](Cc2ccccc2)C(=O)O)c2ccccc2N1	-7	-6	1	9	-0.1	-0.2	3	-22	4	2	-37
20	O=c1[nH]c(=O)n([C@H]2C[C@H](O)[C@@H](CO)O2)cc1I	34	-9	-6	17	-0.1	1.7	3	-31	-10	13	2
21	O=C(c1cccs1)N1CCN(Cc2nc(-c3ccccc3)no2)CC1	-23	-77	17	x	0.2	-3.0	x	-21	-44	-9	4
22	c1ccc(C(c2c[nH]c3ccccc23)c2c[nH]c3ccccc23)nc1	8	-1	-20	15	-0.8	-2.5	-2	13	25	12	6
23	Brc1ccc(-n2cccc2/C=N/n2cnnc2)cc1	-11	13	-17	-1	0.0	4.0	-2	-12	3	20	-1
24	COc1cc(C)c(Cl)cc1S(=O)(=O)NCCN1CCOCC1	-3	3	-12	-13	0.0	4.2	6	-1	-8	-5	3
25	COc1cc([C@@H]2CC=C(C(=O)O)[C@H](c3ccccc3)N2S(=O)(=O)c2ccc(C)cc2)cc(OC)c1OC	-29	7	-5	5	-0.3	-1.4	-4	-15	-4	4	11
26	CCn1nc(C)c(/C=N/NC(=O)Cn2nccc2C)c1C	-15	-138	-20	-39	0.9	0.1	-2	-18	-110	-1	-10
27	Cc1cc(=O)oc2cc(OC(C)C(=O)NCCCN3CCCC3=O)c(Cl)cc12 (stereo not drawn)	-16	-3	-9	-5	-0.4	-0.3	-2	-10	3	-3	0
28	CN(CCOCCOc1ccc2ccccc2c1)Cc1ccccc1	3	-49	-1	1	0.3	-1.9	3	5	-20	-1	-4
29	Cc1csc(=O)n1CCC(=O)OCC(=O)Nc1cc(Cl)ccc1[N+](=O)[O-]	10	9	-3	10	0.0	0.0	4	-14	1	10	-1
30	O=C(c1cc(COc2cccc3cccnc23)on1)N1CCC[C@H]1CO	14	-74	-13	x	0.2	2.6	x	-16	-47	12	7

For convenience, 13 of the compounds above.
nr	SMILES	Shn3 3UTR inh	HIF-2a block	CF NFkB block	TRPM1 prom inh	aDG glyco up	hiPSC survival	NR2E3 ag-1	NR2E3 ag-2	Peg3 promoter	KKLEB tox	TWEAK Fn14 block
14	N#Cc1ccc2c(c1)NC(=O)C1CCCN21 (stereo not drawn)	-4	24	-3	3	-0.1	0.4	-2	11	3	4	-25
15	COc1ccc(C2C(C(=O)NCc3ccco3)c3ccccc3C(=O)N2C)cc1 (stereo not drawn)	3	7	-12	2	0.0	-0.8	1	-5	17	6	-8
16	CSc1nc(N)c(C(=O)NC2CCCCC2)s1	-41	-108	-4	-16	-0.1	1.0	0	-23	-61	2	5
17	COc1cccc(NC(=O)C2C3C=CC4(O3)C2C(=O)N(C(C)C)C4C(=O)NC2CCCCC2C)c1 (stereo not drawn)	-5	10	2	12	0.0	2.1	2	0	14	3	-4
18	COC(=O)c1ccc(CSCc2ccc(C(=O)OC)o2)o1	13	-3	26	x	0.3	0.1	3	11	6	-4	11
19	O=C1CN(C(=O)NCC(=O)N[C@@H](Cc2ccccc2)C(=O)O)c2ccccc2N1	-7	-6	1	9	-0.1	-0.2	3	-22	4	2	-37
20	O=c1[nH]c(=O)n([C@H]2C[C@H](O)[C@@H](CO)O2)cc1I	34	-9	-6	17	-0.1	1.7	3	-31	-10	13	2
21	O=C(c1cccs1)N1CCN(Cc2nc(-c3ccccc3)no2)CC1	-23	-77	17	x	0.2	-3.0	x	-21	-44	-9	4
22	c1ccc(C(c2c[nH]c3ccccc23)c2c[nH]c3ccccc23)nc1	8	-1	-20	15	-0.8	-2.5	-2	13	25	12	6
23	Brc1ccc(-n2cccc2/C=N/n2cnnc2)cc1	-11	13	-17	-1	0.0	4.0	-2	-12	3	20	-1
24	COc1cc(C)c(Cl)cc1S(=O)(=O)NCCN1CCOCC1	-3	3	-12	-13	0.0	4.2	6	-1	-8	-5	3
25	COc1cc([C@@H]2CC=C(C(=O)O)[C@H](c3ccccc3)N2S(=O)(=O)c2ccc(C)cc2)cc(OC)c1OC	-29	7	-5	5	-0.3	-1.4	-4	-15	-4	4	11
26	CCn1nc(C)c(/C=N/NC(=O)Cn2nccc2C)c1C	-15	-138	-20	-39	0.9	0.1	-2	-18	-110	-1	-10

(more compounds)
nr	SMILES	Shn3 3UTR inh	HIF-2a block	CF NFkB block	TRPM1 prom inh	aDG glyco up	hiPSC survival	NR2E3 ag-1	NR2E3 ag-2	Peg3 promoter	KKLEB tox	TWEAK Fn14 block
31	CC(C)[C@H](NC(=O)c1ccccc1Cl)C(=O)OCc1cc([N+](=O)[O-])cc2c1OCOC2	3	-14	-9	-22	-0.2	0.6	-2	-21	-9	12	7
32	COc1ccc(CN(C)CC(=O)Nc2ccccc2C(F)(F)F)cc1	14	4	6	18	0.6	-1.7	1	-8	33	-32	9
33	O=c1cc(NCc2ccccc2)[nH]c(=O)[nH]1	5	9	-4	3	-0.1	-0.6	2	1	5	-4	2
34	COc1ccccc1-n1cc2ccc([N+](=O)[O-])cc2n1	-7	-299	-34	-155	-0.1	0.1	1	-68	-194	11	-2
35	Cc1csc(=O)n1CCC(=O)OCc1nnc(-c2ccccc2)o1	-43	-63	-18	-13	0.0	-0.2	-1	-25	-59	7	-5
36	CC(C)CN(C(=O)COC(=O)c1cccnc1Cl)c1c(N)n(Cc2ccccc2)c(=O)[nH]c1=O	4	6	2	-6	-0.1	0.0	1	8	12	4	-19
37	O=C(Nc1ccccc1F)c1ccc(COc2ccc(Cl)cc2Cl)o1	18	-76	-3	-8	0.0	-0.5	3	-68	-49	1	-23
38	Cc1nc2nc(SCC(=O)NCc3ccco3)nn2c(C)c1Cc1ccccc1	-7	6	-4	-9	1.0	-1.6	1	-17	16	8	-10
39	O=C1CC(c2ccncc2)c2cc3c(cc2N1)OCO3 (stereo not drawn)	-6	23	10	-5	-0.1	1.1	1	-13	4	3	-9
40	Cc1[nH]c(C)c(S(=O)(=O)NCCc2ccccc2)c1C(=O)N1CCCCC1	9	0	9	-12	-0.1	0.9	3	-10	-10	5	14
41	COc1ccccc1OCC(=O)N(Cc1nc(-c2ccccc2)no1)C(C)C	8	0	10	x	0.0	0.1	0	11	8	0	0
42	Cc1cccc(NC(=S)N(CCCN2CCOCC2)C(C)c2cc3ccccc3o2)c1 (stereo not drawn)	7	15	4	7	0.0	0.6	1	-9	-4	6	14
43	O=C(NC1CCCC1)c1cc2c(=O)n3ccccc3nc2s1	-11	-183	-26	-43	0.0	0.2	-1	-20	-119	14	-19
44	COc1ccc(CCNC(=O)CC(c2ccccc2)c2cccc(C)c2O)cc1OC (stereo not drawn)	29	13	2	10	0.4	1.7	-4	10	16	-6	23
45	O=C(CNS(=O)(=O)c1ccc(F)c(Cl)c1)N1CCCCCC1	7	12	4	-8	-0.1	0.3	-3	-13	16	-7	10
46	CC1CC(NC(=O)c2c(O)nc3ccccn3c2=O)CC(C)(C)C1 (stereo not drawn)	5	11	15	-3	-0.1	-0.1	x	3	-1	-5	1
47	CN1c2ccccc2-c2nc3ccccc3n2C1c1cccs1 (stereo not drawn)	23	-28	5	2	1.7	-0.2	-2	-16	-1	-4	6

A second format for part of the listing above:
[38] Cc1nc2nc(SCC(=O)NCc3ccco3)nn2c(C)c1Cc1ccccc1
[39] O=C1CC(c2ccncc2)c2cc3c(cc2N1)OCO3 (stereo not drawn)

Assay by compound	38	39
Shn3 3UTR inh	-7	-6
HIF-2a block	6	23
CF NFkB block	-4	10
TRPM1 prom inh	-9	-5
aDG glyco up	1.0	-0.1
hiPSC survival	-1.6	1.1
NR2E3 ag-1	1	1
NR2E3 ag-2	-17	-13
Peg3 promoter	16	4
KKLEB tox	8	3
TWEAK Fn14 block	-10	-9
